Screening data from PubChem BioAssay.
Cneo AK release: Cryptococcus neoformans cell lysis inducers, primary screen, AK release luminescence, single concentration; lysis activity, % at 15 µM; 360,000 compounds, 0.2% hits; C. neoformans lysis, adenylate kinase release luminescence, 4 h; normalised: neutral wells 0, clomiphene wells 100;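 active means mean lysis activity across replicates of at least 80%, whatever share of replicates individually reach that level; inactive means mean lysis activity below 80%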
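read-out = cell lysis signal | test system = log-phase Cryptococcus neoformans yeast cells | input = cells at 5 × 10^6 per mL | medium = fresh YPD growth medium | signal = luminescent adenylate kinase detection reagent | timing = 4 h at 37 °C static, read 1 h later | dosing = single dose | controls = Clomiphene as positive lysis control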
ERAP1 inh: human ERAP1 aminopeptidase inhibitors, primary screen, biochemical, single point, plate reader. recombinant ERAP1, Leu-AMC fluorescence, 60 min. 340,000 compounds, 0.15% hits. AID 652197, 2013. inhibition, % at 10.7 µM;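 active means mean replicate inhibition of at least 30%, or all replicates individually reaching that 30% level; inactive means mean below 30% and not every replicate reaching it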;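 further: 0% = neutral control wells and 100% = L-leucinethiol positive control wells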
Target sequence (Q9NZ08 whole entry, looked up): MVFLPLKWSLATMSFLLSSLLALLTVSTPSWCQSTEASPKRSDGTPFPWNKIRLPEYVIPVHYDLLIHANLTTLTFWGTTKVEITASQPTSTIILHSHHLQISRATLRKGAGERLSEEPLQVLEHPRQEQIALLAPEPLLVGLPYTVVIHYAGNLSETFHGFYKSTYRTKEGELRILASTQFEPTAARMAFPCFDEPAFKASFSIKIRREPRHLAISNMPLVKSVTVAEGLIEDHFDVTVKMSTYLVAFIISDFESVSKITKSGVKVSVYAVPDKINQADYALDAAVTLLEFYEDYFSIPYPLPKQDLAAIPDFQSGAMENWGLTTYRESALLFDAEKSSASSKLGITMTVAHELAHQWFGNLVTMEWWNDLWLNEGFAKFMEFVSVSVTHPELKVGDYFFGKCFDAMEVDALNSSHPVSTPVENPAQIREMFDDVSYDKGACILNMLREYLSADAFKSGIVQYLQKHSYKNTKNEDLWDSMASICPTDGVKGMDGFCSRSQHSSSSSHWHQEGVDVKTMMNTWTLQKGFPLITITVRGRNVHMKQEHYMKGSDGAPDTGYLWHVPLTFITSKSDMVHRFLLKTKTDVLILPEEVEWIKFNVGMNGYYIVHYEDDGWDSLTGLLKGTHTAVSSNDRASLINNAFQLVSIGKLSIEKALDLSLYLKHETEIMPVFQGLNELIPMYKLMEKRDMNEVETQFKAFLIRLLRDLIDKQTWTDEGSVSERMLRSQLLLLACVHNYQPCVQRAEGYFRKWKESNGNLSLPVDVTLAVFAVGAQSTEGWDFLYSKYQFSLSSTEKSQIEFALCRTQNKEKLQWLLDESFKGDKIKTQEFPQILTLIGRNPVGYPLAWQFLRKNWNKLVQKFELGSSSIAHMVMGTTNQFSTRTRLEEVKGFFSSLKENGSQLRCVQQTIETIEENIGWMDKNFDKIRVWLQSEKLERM
PglD inh: C. jejuni PglD acetyltransferase inhibitors, primary screen, biochemical, DTNB colorimetric, single point; AID 602405, 2012; 360,000 compounds, 0.098% hits; inhibition, % at 12.5 µM; UDP-N-acetylbacillosamine N-acetyltransferase PglD (Campylobacter jejuni); purified PglD enzyme, DTNB colorimetric CoA detection; in the data active means inhibition above about 16%, passing the limit was not always enough; further: strong numbers were not always called active
PGC1a acetyl inh: inhibitors of PGC1a acetylation signal, primary screen, cell-based, U2OS, AlphaScreen, inhibitor mode. AlphaScreen anti-acetyl-lysine; with virally co-expressed GCN5 acetyltransferase. 350,000 compounds, 0.17% hits. inhibition, % at 15.6 µM;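 active means every replicate shows inhibition of at least 40%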;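 further: 0% = neutral control wells and 100% = positive control wells; some results beyond the cut were filed as inactive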
E-selectin induc: E-selectin induction in HUVECs, primary screen, imaging, HUVEC, immunofluorescence imaging, single point. AID 686992, 2013. 260,000 compounds, 0.37% hits. P16581. activation, % at 7.58 µM. normalized: neutral wells 0, TNF-alpha wells 100;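 active means mean E-selectin-positive cell signal at least 10% of the positive control, reached in at least 60% of replicates, without over 20% cell loss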;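 further: in these data hits start at about 27%; measured in HUVEC primary endothelial cells; signal is the percent of cells scored E-selectin positive by PE staining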
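Assay system: HUVEC primary endothelial cells. Input: 3,000 HUVEC seeded per well. Doses: one compound dose added by pin transfer. Read-out basis: % PE-positive cells. Benchmarks: TNF-alpha high, DMSO low. Detection: immunofluorescence imaging. Buffer or medium: EGM-2, gelatin.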
RAD52 anneal inh: RAD52 DNA annealing inhibitors, primary screen, biochemical, FRET, single point, set 2. DNA repair protein RAD52 homolog (Homo sapiens), P43351. recombinant RAD52 DNA annealing, FRET fluorescence. inhibition, % at 18.7 µM. 360,000 compounds, 0.46% hits. AID 651710, 2012;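 active means every replicate showing at least 50% inhibition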
RAD54 branch: inhibitors of human RAD54 branch migration, primary screen, biochemical, fluorescence, single point | DNA repair and recombination protein RAD54-like (Homo sapiens), Q92698 | RAD54 Holliday junction branch migration, FAM/BHQ fluorescence | inhibition, % at 10.4 µM | 360,000 compounds, 0.14% hits;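 active means mean normalized replicate activity at least 40 and at least half of replicates scoring 40 or more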;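 further: 0% = median of neutral control wells and 100% = median of positive control wells; inhibitors cause a drop in the FAM fluorescence signal; in these data hits start at about 50%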
miR-122 sensor: miR-122 Renilla sensor signal increase in Huh7, primary screen, miR-122 inhibitor project, cell-based, single point, plate reader; 340,000 compounds, 0.3% hits; AID 602342, 2012; Huh7 miR-122 Renilla luciferase sensor, 48 h; neutral wells = 0, positive control = 100; activation (reporter increase), % at 12.5 µM;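 active means mean replicate activation score at least 90 and every replicate individually at or above 90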;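 further: higher luciferase means less miR-122 activity so hits act as miR-122 inhibitors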
Numbers without * were called inactive; / = no result given; & = joins results of further samples; ! = a repeat was not active; [ ] = another dose, or the depositor's remark.

SMILES	Cneo AK release	ERAP1 inh	PglD inh	PGC1a acetyl inh	E-selectin induc	RAD52 anneal inh	RAD54 branch	miR-122 sensor
Cc1ccc(C2CC(c3cccs3)=NN2C(=O)c2ccco2)o1 (stereo not given)	-4	3	-8	/	/	5	4	/
O=C(COc1ccc(F)cc1)Nc1nnc(C2CCCCC2)s1	-2	-1	4	/	-0.6	-1	6	-1
O=C1CCCC/C=C\C[C@H](CC(=O)N(CCO)Cc2ccccc2)C(=O)NC[C@H](c2ccccc2)O1	7	1	2	/	0.0	-6	-3	-5
COC(=O)C[C@@H]1CC[C@H]2[C@@H](COc3ccc(NC(=O)Nc4c(C)noc4C)cc3C(=O)N2C)O1	-5	1	-2	2	0.0	-12	-1	-6[16.7 µM]
O=C(N/N=C/c1ccc(N2CCOCC2)c([N+](=O)[O-])c1)c1ccc(F)cc1	4	/	0	15	/	/	6	-5
COc1cccc(S(=O)(=O)N2C[C@@H]3N[C@H](C2)C3c2ccc(-c3ccccc3OC)cc2)c1 (stereo not given in full)	/	4&4	/	-12&-43	0.4&0.1	56*!	/	/
CCCNC(=O)C1CCN(S(=O)(=O)c2ccc3[nH]c(=O)ccc3c2)CC1	-1	2	5	/	-0.1	-26	6	/
C[C@H]1CN([C@@H](C)CO)C(=O)c2ccccc2-c2ccccc2CO[C@@H]1CN(C)C(=O)Oc1ccccc1	-1	0	3	-1	-0.1	5	-21	/
Cc1nc(=O)c(-c2ccccc2)c(C)n1-c1ccccc1	4	-4	0	/	/	-6	-12	/
C=CCC(CC=C)(C(=O)O)c1ccccc1	4	/	-1	49	/	/	0	-3
CC1CCN(S(=O)(=O)CCNC(=O)c2ccc3c(c2)OCO3)CC1	-1	2	-3	/	0.1	-12	-5	/
O=C(CSCc1ccc(Cl)cc1)Nc1ccc(-c2nnc(-c3ccccc3)o2)cc1	-2	/	1	/	/	/	1	2
Cc1ccc(-n2c(SCC(=O)OC(C)C)nnc2-c2ccco2)cc1	-4	/	-1	-9	/	/	-7	2
O=C(C[C@@H]1C[C@@H]2c3cc(NC(=O)Nc4ccccc4)ccc3O[C@@H]2[C@@H](CO)O1)NCc1cccc(F)c1	-15	-1	-3	-19	0.0	-1	-9	-3[16.7 µM]
CCOC(=O)C1CCN(C(=O)COc2ccc(S(=O)(=O)NC(C)C)cc2)CC1	0	/	-1	5	/	/	-9	-6
COc1c(Br)cc(Br)cc1/C=N/NC(=O)c1ccncc1	/	1	/	/	1.1	-3	/	18
COC(=O)c1c(-c2ccccc2)csc1NC(=O)c1c(-c2ccccc2)noc1C	10	0	-2	/	-1.6	-14	-6	-23
Cc1ccc(CNC(=O)CCc2nnc(Cc3ccc(-c4ccccc4)cc3)o2)o1	/	1	/	2	/	-25	/	0
COc1ccc(-c2nc(SCC(=O)Nc3nccs3)c(-c3ccc(Cl)cc3)[nH]2)cc1	3	5	-9	-1	6.6	-17	4	-1
CCOC(=O)C1=C(N)Oc2ccc3ccccc3c2C1c1ccc(O)c(OC)c1 (stereo not given)	0	0	2	-23	0.6	-15	-4	-4
O=C(COC(=O)c1ccc(F)cc1F)NC(=O)Nc1ccc2c(c1)OCCO2	1	1	-5	6	0.1	-12	6	-1
COc1ccc(N2C(=O)C3CCCN3C2c2ccccc2Cl)cc1 (stereo not given)	4	5	-3	/	-0.2	-3	-1	1
Cn1c(=O)cc(N2CCOCC2)[nH]c1=O	0	4	0	5	-0.7	4	0	-2
O=C(C[C@H]1CC[C@@H]2[C@H](COC[C@H](O)CN2S(=O)(=O)c2cccc(F)c2)O1)NCCCN1CCOCC1	-1	-3	-1	6	0.1	1	-1	3[16.7 µM]
Cc1ccc(C)c(Oc2cc(F)nc(N)n2)c1	-5	0	4	/	0.3	-3	-1	-5

Brought forward from above: five entries, then new ones.
SMILES	Cneo AK release	ERAP1 inh	PglD inh	PGC1a acetyl inh	E-selectin induc	RAD52 anneal inh	RAD54 branch	miR-122 sensor
O=C(COC(=O)c1ccc(F)cc1F)NC(=O)Nc1ccc2c(c1)OCCO2	1	1	-5	6	0.1	-12	6	-1
COc1ccc(N2C(=O)C3CCCN3C2c2ccccc2Cl)cc1 (stereo not given)	4	5	-3	/	-0.2	-3	-1	1
Cn1c(=O)cc(N2CCOCC2)[nH]c1=O	0	4	0	5	-0.7	4	0	-2
O=C(C[C@H]1CC[C@@H]2[C@H](COC[C@H](O)CN2S(=O)(=O)c2cccc(F)c2)O1)NCCCN1CCOCC1	-1	-3	-1	6	0.1	1	-1	3[16.7 µM]
Cc1ccc(C)c(Oc2cc(F)nc(N)n2)c1	-5	0	4	/	0.3	-3	-1	-5
CCOc1cccc(OCCCCN2CCOCC2)c1	4	/	4	3	/	/	5	6
O=C(Nc1cc(-c2nc3ncccc3o2)ccc1Cl)c1ccc([N+](=O)[O-])o1	1	2	2	/	-0.6	-6	4	/
Cc1cc(C(=O)N2CCN(S(C)(=O)=O)CC2)sc1-c1ccccc1	4	/	-2	16	/	/	4	-2
Cc1cc(N/C(=N\S(=O)(=O)c2ccc(Cl)cc2)c2ccc(F)cc2)no1	0	/	1	6	/	/	2	-2
C[C@@H]1CN([C@@H](C)CO)C(=O)c2cc(N(C)C)ccc2O[C@@H](C)CCCCO[C@@H]1CN(C)Cc1ccncc1	-4	-2	0	10	-0.1	-3	-4	5[16.7 µM]
CNC[C@@H]1Oc2cc(-c3ccc(OC)cc3)ccc2S(=O)(=O)N([C@@H](C)CO)C[C@H]1C	/	/	-2	-20	-0.3	/	-2	10[16.7 µM]
NC(N)=NN=C(c1ccc(F)cc1)c1ccc(C(F)(F)F)cc1	/	3	/	-33	-0.1	-7	/	32
OC[C@@H]1CN(Cc2cccnc2)C[C@H](n2cnc3c(NC4CCCC4)ncnc32)O1	-2	0	0	3	-0.1	-12	-14	-2
COCOCCn1cc(CN2CCS(=O)(=O)N(Cc3ccc(-c4ccc(OC)cc4)cc3)C(CC(C)C)C2=O)nn1 (stereo not given)	1	3	-2	-7	-0.8	-9	4	-7
CC(C)NC(=O)N(C)C[C@H]1Oc2ccc(NC(=O)Cc3ccccc3)cc2CC(=O)N([C@H](C)CO)C[C@@H]1C	19	-2	2	1	-0.1	9	8	0[16.7 µM]
O=C(COc1ccc2c3c(c(=O)oc2c1)CCCC3)N1CCN(c2ccc(F)cc2)CC1	4	-2	-10	1	/	-2	5	-3
C[C@@H]1CCCCO[C@H](CN(C)CC2CC2)[C@H](C)CN([C@H](C)CO)C(=O)c2cc(N(C)C)ccc2O1	13	-2	2	4	0.5	-6	2	4[16.7 µM]
O=C(NCC(c1cccnc1)N1CCN(c2ccccc2)CC1)OCc1ccccc1 (stereo not given)	0	/	6	15	/	/	4	-6
O=C1NC(c2ccccc2)Cc2ccncc21 (stereo not given)	0	2	4	-2	0.4	-13	-2	-2
CO[C@@H]1CN(C)C(=O)c2ccc(NC(=O)C3CCCC3)cc2OC[C@H](C)N(C(=O)CC2CC2)C[C@@H]1C	-2	-5	2	-9	0.0	-3	-3	/
COc1ccc2cnnc(SCC(=O)Nc3ccc(C(=O)O)cc3)c2c1OC	3	/	7	-7	-0.1	/	-4	-5
CCOc1ccc(NC2c3ccccc3C(=O)N2Cc2ccc3c(c2)OCO3)cc1 (stereo not given)	1	4	8	-51	0.1	-9	10	48
COc1cc(OC)c(NC(=O)N2CCOCC2)cc1Cl	-1	/	1	-1	-0.1	-3	2	10
CC(C)NC(=O)N(C)C[C@@H]1OCCCC[C@H](C)Oc2ccc(NC(=O)NC3CCCCC3)cc2C(=O)N([C@@H](C)CO)C[C@@H]1C	-2	4	1	8	0.0	4	4	9[16.7 µM]
COc1ccc(-c2cnc3c(c2)C(=O)N([C@@H](C)CO)C[C@H](C)[C@H](CN(C)Cc2ccc(C(=O)O)cc2)O3)cc1	3	-3	-1	6	-0.2	-9	6	0[16.7 µM]
CC(=Nc1ccc(Br)cc1)c1sc2ccccc2c1O	1	17	-1	-12	/	-5	-18	4
C[C@@H]1CN([C@@H](C)CO)C(=O)c2cccc(NC(=O)c3ccc(-c4nccs4)cc3)c2O[C@H]1CN(C)C(=O)Nc1cccc2ccccc12	60	-1	4	-8	/	-5	-12	-2[16.7 µM]
Fc1cccc(Cc2c(-c3ccco3)nc3c4ccccc4ccn23)c1	-4	-2	4	1	-0.1	-124	0	-1
CC(Sc1ccccc1)C(=O)NCCc1ccccc1 (stereo not given)	-13	3	-2	7	1.4	-2	0	4
CNC[C@H]1OCCCC[C@H](C)Oc2ccc(NC(=O)Nc3ccc(OC)cc3)cc2C(=O)N([C@H](C)CO)C[C@H]1C	1	2	-1	3	-0.2	-48	-9	0[16.7 µM]

Carrying on.
SMILES	Cneo AK release	ERAP1 inh	PglD inh	PGC1a acetyl inh	E-selectin induc	RAD52 anneal inh	RAD54 branch	miR-122 sensor
O=C(O)CSc1nnc(-c2ccc(S(=O)(=O)N3CCCC3)cc2)n1Cc1ccco1	-1	/	4	9	/	/	-1	1
CC(C)NC(=O)N1CCCCN2[C@@H](CO)[C@H](c3ccc(C#Cc4ccccc4F)cc3)[C@@H]2C1	6	-1	5	-25	-0.3	37	4	4[16.7 µM]
CCC1CCCCN1C(=O)COC(=O)c1n[nH]c2ccccc12 (stereo not given)	-2	/	3	8	/	/	-6	1
O=C(CC1SC(=NC2CCCCC2)NC1=O)Nc1ccccc1 (stereo not given)	0	-3	-2	/	/	-3	0	3
Cc1occc1C(=O)N1CCCC(Nc2ccc(F)cc2)C1 (stereo not given)	-2	-2	2	/	-0.5	-9	11	/
COc1ccc(C)cc1NS(=O)(=O)c1ccccc1	2	3	2	-10	-0.1	-10	-3	/
CN1CCN(C(=O)C[C@@H]2CC[C@H](NC(=O)Cc3ccccn3)[C@H](CO)O2)CC1	-15	-2	4	-1	0.3	-1	-3	-5[16.7 µM]
C[C@H](CO)N1C[C@H](C)[C@@H](CN(C)Cc2ccc(C(F)(F)F)cc2)OCCCC[C@H](C)Oc2ccc(NC(=O)Cc3ccccc3)cc2C1=O	-2	/	3	16	-0.1	/	-1	7[16.7 µM]
Cc1nc(C)c(-c2ccc(SCc3ccccc3C)nn2)s1	-10	0	1	8	/	-10	-8	-1
CCOC(=O)CSc1nnc(-c2c[nH]c3ccccc23)o1	0	2	7	-2	0.3	-7	-4	-9
Cc1ccccc1OCC(=O)NCCCNC(=O)c1ccco1	1	2	-2	-16	-0.1	-6	-4	-6
O=C(CCC(=O)Nc1ccc(F)cc1)N/N=C/c1c[nH]c2ccccc12	0	1	11	0	/	3	6	13
COc1ccc(NC(=O)Nc2cccc3c2O[C@@H](CN(C)C(=O)Nc2cccc4ccccc24)[C@H](C)CN([C@H](C)CO)C3=O)cc1	-4	/	-1	-3	0.2	/	-6	5[16.7 µM]
Cc1cccc(NC(=O)Cc2noc3ccccc23)c1	0	/	0	1	/	/	2	-5
COc1ccc(C(Nc2cc(C)ccn2)c2ccc3ccc(C)nc3c2O)cc1 (stereo not given)	0	-3	-1	-9	-1.5	10	2	-9
O=C1C2C3C=CC(C4CC34)C2C(=O)N1CCCCN1CCN(c2ccc(F)cc2)CC1 (stereo not given)	0	5	-3	-3	1.0	-13	-25	5
